# Source: PubChem BioAssay
# M1 PAM – human CHRM1 positive allosteric modulation; P11229; CHO-K1 hM1, Fluo-8 calcium fluorescence, ACh EC20; 0% = ACh EC20, 100% = maximal ACh; activation, % at 3 µM; hit rate 0.088% among 360,000; in the data active = activation above about 19%, passing the limit was not always enough
# Target sequence (P11229 whole entry, looked up): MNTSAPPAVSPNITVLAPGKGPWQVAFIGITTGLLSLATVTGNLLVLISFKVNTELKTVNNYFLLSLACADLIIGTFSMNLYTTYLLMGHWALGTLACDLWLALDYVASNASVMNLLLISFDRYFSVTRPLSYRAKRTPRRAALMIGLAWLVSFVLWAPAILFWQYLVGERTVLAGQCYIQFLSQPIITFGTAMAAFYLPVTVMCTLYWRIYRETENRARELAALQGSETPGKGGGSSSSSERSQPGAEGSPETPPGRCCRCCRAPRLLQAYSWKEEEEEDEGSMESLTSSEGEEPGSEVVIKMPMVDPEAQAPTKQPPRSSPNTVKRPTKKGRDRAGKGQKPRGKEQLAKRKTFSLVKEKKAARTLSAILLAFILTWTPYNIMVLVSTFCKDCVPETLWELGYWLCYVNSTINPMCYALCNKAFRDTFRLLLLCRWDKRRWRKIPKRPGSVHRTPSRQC
# CHRM4 PAM – potentiates acetylcholine response at human M4 receptor; CHO-K1 hM4/Gqi5, Fluo-8 calcium fluorescence, ACh EC20; 0% = ACh EC20, 100% = maximal ACh; activation, % at 3 µM; hit rate 0.4% among 360,000; AID 624126;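 active = activation above its plate's cutoff, the mean activation of sample wells plus 3 SD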; also: some results filed as inactive read as strong as hits
# CHRM5 antagonist – blocks acetylcholine activation of human M5 receptor; CHO-hM5 cells, Fluo-8 calcium fluorescence, ACh EC80; inhibition, % at 3 µM; hit rate 0.59% among 360,000; AID 624040;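 active = inhibition above a per-plate cutoff, the mean of that plate's test compounds plus 3 SD, cut at about 27% in these data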;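 also: 0% = acetylcholine EC80 with DMSO and 100% = DMSO without agonist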
# Target sequence (P08912 whole entry, looked up): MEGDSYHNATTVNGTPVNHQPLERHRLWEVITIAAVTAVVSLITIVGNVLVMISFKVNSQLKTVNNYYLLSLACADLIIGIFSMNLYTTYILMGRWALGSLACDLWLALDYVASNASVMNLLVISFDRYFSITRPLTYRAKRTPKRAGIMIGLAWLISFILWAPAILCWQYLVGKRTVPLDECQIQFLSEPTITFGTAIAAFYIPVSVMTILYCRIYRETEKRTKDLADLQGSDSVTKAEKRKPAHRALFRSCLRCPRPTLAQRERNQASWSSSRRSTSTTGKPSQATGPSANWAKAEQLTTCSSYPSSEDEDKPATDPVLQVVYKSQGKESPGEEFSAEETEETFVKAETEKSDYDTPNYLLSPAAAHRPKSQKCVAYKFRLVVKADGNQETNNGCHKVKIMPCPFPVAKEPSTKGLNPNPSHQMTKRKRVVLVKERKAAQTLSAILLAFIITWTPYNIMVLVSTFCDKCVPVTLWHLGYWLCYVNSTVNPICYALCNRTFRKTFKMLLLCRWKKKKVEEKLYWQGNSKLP
# M5 PAM – positive allosteric modulators of human muscarinic M5 receptor | activation, % at 3 µM | P08912 | CHO-K1 hM5, Fluo-8 calcium, ACh EC20 PAM; 0% = ACh EC20, 100% = ACh EC100 | hit rate 0.3% among 360,000 | AID 624038;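 active = activation above the run cutoff, the mean activation of all test compounds plus 3 SD, cut at about 18% in these data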
#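 Assay system: CHO-K1 hM5 cells. Also added: acetylcholine at EC20 concentration, added after compound. Dosing: 3 µM, single dose. Times: compound preincubation 140 s before EC20 acetylcholine addition. Signal: Fluo-8 calcium fluorescence. Measure: % activation relative to EC20 and EC100 ACh responses. Repeats: singlicate, one well per test compound.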
# CRFR2-BP antag – CRF-BP/CRF-R2 complex antagonism; HEK293 CRF-R2/CRF-BP, CRF-induced calcium fluorescence; inhibition, % at 11.8 µM; hit rate 0.59% among 350,000; AID 588475;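 active = inhibition of the ligand-induced calcium signal above about 50% at the single tested concentration, limit read from the data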
# CHRM4 agonist – agonists of human muscarinic M4 receptor (CHRM4); P08173; CHO-K1 hM4/Gqi5, Fluo-8 calcium fluorescence; vehicle 0%, full acetylcholine response 100%; activation, % at 3 µM; hit rate 0.14% among 360,000; AID 624127;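 active = activation above the run mean over all test wells plus 3 SD, cut at about 32% in these data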;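 also: peak over basal fluorescence ratio per well then scaled between controls; 0% = DMSO wells and 100% = acetylcholine at EC100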
# M5 ag – CHRM5 agonism in calcium assay; AID 624037; CHO-K1 hM5 cells, Fluo-8 calcium fluorescence; 0% DMSO wells, 100% maximal acetylcholine response; P08912; activation, % at 3 µM; hit rate 0.19% among 360,000;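 active = activation above the run's mean over test compounds plus 3 SD, cut at about 23% in these data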;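 also: signal is peak over basal fluorescence ratio across the kinetic read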
# CRFR2-BP ag – CRF-BP/CRF-R2 complex agonism | HEK293 CRF-R2/CRF-BP, calcium dye fluorescence (FLIPR); percent of saturating CRF peptide response | AID 588473 | activation, % at 13.2 µM | hit rate 0.46% among 350,000;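 active = activation of at least 50%, plus an integration ratio under a set limit after plate pattern correction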;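 also: plate controls were neutral control wells without compound for no effect and CRF at EC100 for full effect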
# CHRM4 antagonist – CHRM4 antagonism in calcium assay; P08173; CHO-hM4 cells, ACh EC80, Fluo-8 calcium fluorescence; inhibition, % at 3 µM; hit rate 0.73% among 360,000; AID 624125;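 active = inhibition above its plate's cutoff, the mean inhibition of sample wells plus 3 SD, cut at about 27% in these data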;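 also: 0% = acetylcholine EC80 with DMSO and 100% = DMSO without agonist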
# Starred values were filed as active, the others as inactive; x = no result given; & = joins results of further samples; ! = not confirmed by another sample.
# The line under a structure holds: M1 PAM, CHRM4 PAM, CHRM5 antagonist, M5 PAM, CRFR2-BP antag, CHRM4 agonist, M5 ag, CRFR2-BP ag, CHRM4 antagonist
CCOC(=O)N1CCN(C(=O)C2CCCN(c3ncnc4c3nc3n4CCCCC3)C2)CC1 (stereo not given)
→ -0.8, -2.9, 8.1, -2.9, -1.4, 2.8, -1.0, 0.5, 5.2
S=c1nc(-c2ccccc2)n(CCN2CCOCC2)c2c1CCCC2
→ -5.1, -2.5, -11.8, -1.5, -3.9, 0.7, -6.9, -0.1, -3.9
O=C(NCc1ccco1)c1ccc2c(c1)N(Cc1ccccc1)CCS2
→ 4.3, -14.2, -0.7, -2.2, 17.5, 1.4, -4.5, 0.0, 0.1
O=C(NCCO)C(c1ccccc1)c1ccccc1
→ 5.6, -1.1, 3.5, -5.1, 12.8, 0.2, -1.8, -0.1, 9.4
Cn1c(SCC(=O)Nc2ccc3c(c2)OCCO3)nnc1-c1ccco1
→ 4.5, 7.7, -0.1, -1.5, 6.1, -0.8, -0.4, -1.1, -1.6
COc1cccc(C(O)c2nc(-c3cccc(C(=O)O)c3)cs2)c1 (stereo not given)
→ 9.0, 5.3, -12.8, 3.8, x, 0.6, -0.8, x, -16.0
Cc1ccc(S(=O)(=O)N2CCCCC2)cc1C(=O)N1CCCC1
→ 15.9, 4.8, 13.9, -4.8, -10.6, 1.6, -3.6, -0.2, -5.1
COc1ccc(CN(C)C(=O)c2ccc3ccccc3n2)cc1F
→ -1.1, -1.2, 9.1, 2.8, -21.0, 2.6, 2.0, 1.3, 0.2
CCCCNc1c(-c2ccc(OC)c(SC(C)CC)c2)nc2ccc(C)cn12 (stereo not given)
→ -22.4, -3.9&-7.1, 13.8&12.9, -29.7&-16.7, 4.4, 16.1&19.7, 1.3&1.8, 1.6, 31.1*!
CC(=O)c1cc(-c2ccc(F)cc2)n(CCC(=O)Nc2cccnc2)c1C
→ 11.5, 2.5, 1.0, -2.4, -45.1, 1.6, 0.5, 0.0, -11.0
CCOc1ccc(S(=O)(=O)N2CCN(Cc3ccc4c(c3)OCO4)CC2)cc1C
→ -5.6, -7.7, 7.0, -4.8, 17.4, -1.5, -4.5, 1.1, 5.0
CCN(CC)Cc1cc2[nH]c3c4ccc(Cl)cc4ncc3c2cc1OC
→ 3.9, 7.3, 2.1, 0.5, -10.5, 1.0, -6.0, 0.2, 0.6
OCC1(CCOc2ccccc2)CCN(Cc2nc3ccc(F)cc3[nH]2)CC1
→ 3.2, 3.4, 5.0, -6.1, -5.5, 3.0, -2.7, 1.2, -1.8
Cc1ccc(OCC(=O)N2C(C)CCCC2C)c([N+](=O)[O-])n1 (stereo not given)
→ 0.4, 15.1, 2.7, -3.8, 1.0, 0.9, 3.3, -1.0, -12.8
CCOC(=O)c1c(NC(=O)Nc2ccc(F)cc2)sc2c1CCN(C)C2
→ 2.4, -10.9, -0.2, 0.1, -4.0, 0.4, -2.7, -1.1, -4.0
C=CCN(CC=C)C(=O)c1ccc2nc(Cc3ccc(OC)c(OC)c3)oc2c1
→ 0.1, 1.7, 8.6, -10.1, 7.9, 6.4, 5.8, -0.5, -7.4
O=C(Nc1ccccc1C(=O)O)c1cc(S(=O)(=O)N2CCCCC2)c(Cl)cc1Cl
→ 7.7, 4.6, -11.4, 16.9, 4.2, -1.7, 4.7, -0.3, 1.9
CC(C)Sc1ncnc2c1cnn2-c1ccccc1
→ 3.7, -3.3, 1.8, -1.7, -20.7, 0.0, 1.3, 7.5, -6.4
CCC(CC)COC(=O)C1=C(C)NC(=O)NC1c1ccccc1Br (stereo not given)
→ -3.0, 1.3, -0.4, 9.0, -7.3, -0.8, -1.1, -2.0, -7.4
COc1ccc(CCNC(=O)Cn2nc(C)n3nc(-c4ccccc4)cc3c2=O)cc1OC
→ 4.5, 6.3, -2.7, -4.6, 17.9, 1.8, -0.9, -0.8, -8.5
COc1cc(C(=O)Nc2ccc(N3CCOCC3)cc2)ccc1OCc1c(C)noc1C
→ -3.8, -4.1, -0.4, -3.4, 10.9, 1.7, 0.8, -0.7, 2.3
O=C(CCl)Nc1c2c(nn1-c1ccccc1)CSC2
→ 6.6, 0.6, -8.2, 1.1, 0.2, 0.2, -2.2, 0.3, 3.1
COc1ccc(N(C(=O)CNC(=O)c2ccco2)C(C(=O)NC2CCCC2)c2ccco2)cc1 (stereo not given)
→ -2.8, 8.6, 13.2, -8.5, 24.9, 2.8, -3.0, -0.5, -6.5
C[C@@H]1CN([C@@H](C)CO)C(=O)c2cc(NS(=O)(=O)c3ccc(F)cc3)ccc2O[C@@H](C)CCCCO[C@H]1CN(C)C(=O)NC1CCCCC1
→ 13.9, -7.0, 2.6, 1.4, -12.6, -0.6, 0.9, 0.2, 0.0
CCc1nc2ccc(C(=O)NCCC(C)C)cn2c1N(CC)CCN(C)C
→ 11.6, 6.1, -6.3, 6.1, x, 0.7, -0.4, x, -14.6
O=C(c1nc2ccccn2c1CNCCOc1cccnc1)N1CCOCC1
→ -2.5, 3.3, 12.5, -7.1, 14.1, 1.6, -4.3, 1.9, 0.6
COc1ccc(C2Nc3ccccc3C(=O)N2NS(=O)(=O)c2ccc(C)cc2)cc1OC (stereo not given)
→ 9.2, 1.9, 3.0, 1.9, 0.1, 0.5, 1.4, -0.5, 2.9
COc1ccc(NC(=O)c2sc3nc(C)nc(N4CCN(c5ccccn5)CC4)c3c2C)c(OC)c1
→ 3.3, 2.4, -3.0, 3.4, -19.6, 2.7, -0.7, 3.3, 2.0
O=C(NC1CC2CCCC(C1)N2C(=S)NCCc1ccccc1)C1CC1 (stereo not given)
→ 3.9, -12.5, 6.6, 3.7, -29.7, 2.2, -5.9, 7.3, 0.6
C[C@@H](C(=O)Nc1ccc2ccccc2c1)[C@@H]1C[C@@]1(C)[C@@H](N)c1ccccc1
→ 4.1, 4.8, 16.6, -0.4, -2.4, 8.3, 2.9, 0.4, 5.7
O=C1[C@@H](c2ccccc2)CC[C@@H]2C=CC[C@H]3CCN1[C@@H]32
→ x, 10.3, -2.5, 5.5, x, 1.5, -0.3, x, -1.9
CN(C)c1ccc(C(O)P(=O)(OC2CCCCC2)OC2CCCCC2)cc1 (stereo not given)
→ 6.4, 5.1, 6.3, 4.2, -10.1, 1.6, 2.6, -0.1, -10.4
C=CCNC(=O)C1CC(=O)N(c2ccc(OCC(=O)Nc3ccc(OC)cc3)cc2)C1 (stereo not given)
→ 4.2, 1.0, -6.2, 0.8, 1.3, 1.5, 0.9, 1.8, 3.9
[O-]/C(=C(\C(=S)Nc1ccccc1F)[n+]1ccccc1)c1ccc(-c2ccccc2)cc1
→ -6.1, -10.4, 1.4, 2.3, 7.1, -0.1, -3.3, -1.7, 7.5
COc1ccc(C(NC(=O)c2cccc(F)c2)c2ccccc2)cc1 (stereo not given)
→ 3.7, 3.6, 10.6, -1.5, 15.1, -0.5, -3.1, -1.0, -3.0
Cc1cccc(S(=O)Cc2ccc(C(=O)N3CCOCC3)o2)c1 (stereo not given)
→ 6.4, -2.9, -1.2, -2.8, -5.2, 1.1, -1.3, 3.2, 5.3
O=C(Cc1coc(-c2ccc(F)cc2)n1)Nc1ccccc1
→ -0.1, -2.4, -1.6, -2.7, -3.4, 2.1, -0.1, -0.4, -2.5
CNc1nc(-c2ccc(S(=O)(=O)N3CCCCC3)cc2)cs1
→ 0.1, 5.5, -1.0, -5.0, 16.5, 12.1, -0.3, 0.0, 0.8
CN(CC(=O)Nc1ccc(N2CCOCC2)cc1)C(=O)c1cc(F)c(F)cc1Cl
→ 11.1, 0.7, -2.5, 6.1, 0.1, 0.9, 3.2, 0.5, 5.3
COc1ccc2c(c1)[nH]c1c(=O)n(CCN3CCCC3)cnc12
→ 4.3, 0.5, 3.4, 3.4, -23.3, 0.4, -4.0, -0.6, 0.0

# The closing 2 records of the section before lead into the next:
# The line under a structure holds: M1 PAM, CHRM4 PAM, CHRM5 antagonist, M5 PAM, CRFR2-BP antag, CHRM4 agonist, M5 ag, CRFR2-BP ag, CHRM4 antagonist
CN(CC(=O)Nc1ccc(N2CCOCC2)cc1)C(=O)c1cc(F)c(F)cc1Cl
→ 11.1, 0.7, -2.5, 6.1, 0.1, 0.9, 3.2, 0.5, 5.3
COc1ccc2c(c1)[nH]c1c(=O)n(CCN3CCCC3)cnc12
→ 4.3, 0.5, 3.4, 3.4, -23.3, 0.4, -4.0, -0.6, 0.0
COc1cc(C)c(S(=O)(=O)NC2CC(C)(C)NC(C)(C)C2)cc1C
→ 4.7, 5.8, -3.2, -1.2, -9.3, 2.9, -2.5, 2.1, -12.1
COc1ccc(-c2cc(C(=O)N/N=C(\C)c3cccnc3)c3ccccc3n2)c(OC)c1
→ -0.5, -1.3, 8.9, -6.3, -16.6, 1.6, -3.1, -0.4, 1.4
COc1cc(NC(=O)COc2ccccc2[N+](=O)[O-])ccc1NC(=O)c1ccco1
→ 0.3, -4.2, -6.2, 3.7, 11.8, 3.2, -3.0, 0.6, -2.3
Cn1cc(CCNC(=O)CC2C(=O)NCCN2Cc2cccc(Oc3ccccc3)c2)cn1 (stereo not given)
→ 0.8, -1.1, -4.1, 6.1, 8.1, 0.7, -3.6, 2.3, -6.2
CC(C)CN(C(=O)COC(=O)C12CC3CC(CC(O)(C3)C1)C2)C1CCS(=O)(=O)C1 (stereo not given)
→ 9.6, 0.9, -4.7, -1.6, 2.4, 0.7, 1.4, 0.1, 1.4
COCC(=O)N[C@H]1C=C[C@@H](CC(=O)NCc2ccccc2OC)O[C@@H]1CO
→ x, 4.0, 4.9, -4.2, x, 0.1, 3.0, x, -0.4
O=C1N=C(N2CCOCC2)S/C1=C\C=C/c1ccccc1
→ 14.9, 14.7, -2.5, 5.2, -15.2, 3.0, 1.8, 0.7, 11.1
CC(=O)Nc1ccccc1OCC(=O)NCC(F)(F)F
→ 5.6, -3.2, 0.4, -2.4, 1.8, 0.1, 1.6, 0.0, -0.3
Cc1ccc(C(=O)N2CCN(c3ccccn3)CC2)cc1[N+](=O)[O-]
→ 1.5, 1.4, -7.0, 2.6, 5.9, 4.5, -1.1, 0.8, -19.8
COc1ccc(C(c2c(C)n(C)n(-c3ccccc3)c2=O)c2c(C)n(C)n(-c3ccccc3)c2=O)cc1
→ 8.4, 2.1, -7.9, -2.5, 14.1, 0.5, -17.8, -0.1, -6.6
CSc1nnc(C2CCN(CC(=O)Nc3ccccc3N3CCOCC3)CC2)n1C(C)C
→ 8.5, -3.5, 3.5, 2.6, 4.2, 1.1, -2.2, 1.0, 12.3
Cc1ccccc1S(=O)(=O)NC(=O)C1(C)CCN1C(=O)CCc1ccccc1 (stereo not given)
→ 12.1, 3.2, 15.6, 0.2, x, 0.2, 0.5, x, -0.8
O=c1[nH][nH]c(C(F)(F)F)c1C=NCc1ccc(Cl)cc1
→ -8.8, -1.3, -3.9, 5.8, -12.3, 0.5, -1.8, -0.7, 9.4
CC(OC(=O)CNC(=O)c1ccccc1)C(=O)Nc1ccc(S(=O)(=O)N2CCOCC2)cc1 (stereo not given)
→ 2.8, 6.3, 3.3, -3.9, -3.0, 1.6, 1.2, 0.9, -5.3
CCC(=O)Nc1nc(N)n(-c2ccccc2)n1
→ -4.8, 3.5, 4.1, 1.0, 5.3, 1.5, -2.2, -0.1, -0.4
CCOC(=O)c1sc2nc(CSc3nc4ccccc4n3CC)[nH]c(=O)c2c1C
→ 6.4, 7.0, -1.8, -3.4, -9.0, 1.2, -1.9, 6.2, -5.0
O=C(Nc1ccc(Oc2cccnc2)nc1)c1ccc(C(F)(F)F)cc1
→ -12.3, -46.1, 9.3, -25.1, 55.1*, 21.2, 5.4, 4.4, 7.2
